EPAC2 agonist = qHTS for Agonist of cAMP-regulated guanine nucleotide exchange factor 4 (EPAC2): primary screen; EPAC2 activation, biochemical qHTS; response scale: 100% = 6.5 mM cAMP response; Potency, µM (series often up to 154 µM), for the others: at the highest dose activation, most hits filed as activators; 360,000 compounds, 0.079% hits; AID 720711, 2013; further: potency means the concentration at half of the fitted maximal effect; nearly all actives have a fitted effect of over 50% in size
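In this primary screen, activation is scored as increased exchange of BODIPY-GDP from Rap1B by 100 nM EPAC2, with 50 uM GDP as competitor. Signal is normalized to the 6.5 mM cAMP agonist control.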
EPAC1 antagonist = qHTS for Antagonist of cAMP-regulated guanine nucleotide exchange factor 3 (EPAC1): primary screen. EPAC1 GEF assay, Rap1b-BODIPY-GDP exchange fluorescence. Potency, µM (doses to about 115 µM), inactives show at the top dose activity change, negative = inhibition, usual class: inhibitors. 360,000 compounds, 0.14% hits. AID 720709, 2013;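 further: potency means the concentration at half of the fitted maximal effect; plate controls were vehicle for no effect and positive control for full effect; nearly all actives have a fitted effect of over 50% in size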
Target sequence (O95398 whole entry, looked up): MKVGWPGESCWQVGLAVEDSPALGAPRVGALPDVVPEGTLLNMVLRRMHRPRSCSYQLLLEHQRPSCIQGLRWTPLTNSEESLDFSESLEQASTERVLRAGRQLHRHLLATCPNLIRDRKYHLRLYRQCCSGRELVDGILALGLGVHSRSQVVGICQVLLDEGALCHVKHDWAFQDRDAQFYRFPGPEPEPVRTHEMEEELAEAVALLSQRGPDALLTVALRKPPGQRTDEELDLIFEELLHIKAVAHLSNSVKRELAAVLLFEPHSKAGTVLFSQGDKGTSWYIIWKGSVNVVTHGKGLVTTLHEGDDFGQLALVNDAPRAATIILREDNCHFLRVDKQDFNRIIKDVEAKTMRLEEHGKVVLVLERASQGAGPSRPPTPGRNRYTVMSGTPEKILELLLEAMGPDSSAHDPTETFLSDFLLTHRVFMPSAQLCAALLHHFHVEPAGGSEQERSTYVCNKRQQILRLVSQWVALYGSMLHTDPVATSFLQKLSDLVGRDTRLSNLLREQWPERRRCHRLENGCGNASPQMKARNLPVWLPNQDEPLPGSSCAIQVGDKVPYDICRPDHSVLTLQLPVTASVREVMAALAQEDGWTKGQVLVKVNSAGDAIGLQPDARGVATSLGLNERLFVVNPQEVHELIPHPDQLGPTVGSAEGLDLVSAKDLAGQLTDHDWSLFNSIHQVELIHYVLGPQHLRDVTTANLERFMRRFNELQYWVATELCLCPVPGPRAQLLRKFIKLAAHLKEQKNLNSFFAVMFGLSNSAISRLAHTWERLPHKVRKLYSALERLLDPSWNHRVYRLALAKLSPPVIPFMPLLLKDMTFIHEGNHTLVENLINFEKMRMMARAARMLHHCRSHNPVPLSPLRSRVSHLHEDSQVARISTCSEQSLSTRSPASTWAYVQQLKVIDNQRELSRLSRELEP
PLK1 PBD inh = qHTS for Inhibitors of PLK1-PDB (polo-like kinase 1 - polo-box domain): Primary Screen; Serine/threonine-protein kinase PLK1 (Homo sapiens), P53350; Plk1 PBD binding of FITC phosphopeptide, fluorescence polarization; Potency, µM, without a hit: max response, negative = inhibition, actives largely listed as inhibitors; 360,000 compounds, 2.8% hits; AID 720504, 2013; further: potency means the concentration at half of the fitted maximal effect; series mostly up to about 57 µM; on the % scale 0 is the no-effect control and ±100 the full control effect; nearly all actives have a fitted effect of over 65% in size
EPAC1 agonist = qHTS for Agonist of cAMP-regulated guanine nucleotide exchange factor 3 (EPAC1): primary screen. Rap guanine nucleotide exchange factor 3 (Homo sapiens), O95398. EPAC1 agonist qHTS, biochemical assay; response scale: 100% = response to 6.5 mM cAMP. Potency, µM (top dose mostly 154 µM), inactives show at the top dose activation, actives largely listed as activators. 360,000 compounds, 0.073% hits. AID 720707, 2013; further: potency means the concentration at half of the fitted maximal effect; nearly all actives have a fitted effect of over 60% in size
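Normalized to 6.5 mM cAMP, activity reflects EPAC1-catalysed release of BODIPY-GDP from Rap1B, followed kinetically over 30 min at 480 nm excitation, 540 nm emission. Reaction contained 100 nM EPAC1, 250 nM Rap1B-BODIPY-GDP, 50 uM GDP.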
WRN helicase inh = qHTS for Inhibitors of WRN Helicase; 360,000 compounds, 0.46% hits; WRN helicase unwinding, fluorescent forked duplex, kinetic; Bifunctional 3'-5' exonuclease/ATP-dependent helicase WRN (Homo sapiens), Q14191; Potency, µM (titrated, usually from 114 µM), for the others: at the highest dose activity change, negative = inhibition, most hits filed as inhibitors; further: potency means the concentration at half of the fitted maximal effect; on the % scale 0 is the no-effect control and ±100 the full control effect; nearly all actives have a fitted effect of over 55% in size
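Fluorescence dequenching readout, ex 525 nm/em 598 nm, kinetic mode: forked duplex DNA (100 nM final) with adjacent fluorophore and quencher unwound by WRN (20 nM final) with 2 mM ATP. Compound preincubation 15 min, room temperature.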
IL-2 act = qHTS of IL-2 Activators; 360,000 compounds, 0.065% hits; activation, % (series mostly up to about 46 µM); IL-2 activation reporter assay, cell-based qHTS; stimulated with anti-CD3/CD4/CD28 beads; in transgenic mouse T cells; in the data active means activation above about 50%; inconclusive means mostly about 30% to 49%; further: 0% is about no effect
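Quantitative HTS in unstimulated transgenic mouse T cells, with memory T cells as non-tolerant control and PMA/ionomycin as tolerance-bypass control. Compound pretreatment lasted 60 minutes before 18 h bead stimulation; EGFP/DsRed fluorescence read.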
PI5P4Ka inh = qHTS for Inhibitors of phosphatidylinositol 5-phosphate 4-kinase (PI5P4K). PI5P4Kalpha enzyme, ADP-Glo luminescence, 60 min; stronger effect = lower value. Phosphatidylinositol 5-phosphate 4-kinase type-2 alpha (Homo sapiens), P48426. max response, %. 330,000 compounds, 1.2% hits. AID 652105, 2013; active means max response of -50% or lower; inconclusive means between -30% and -50%; inactive means -30% or higher; further: value at the top dose of about 77 µM; on the % scale 0 is the no-effect control and ±100 the full control effect
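Quantitative HTS of the MLSMR library against PI5P4Kalpha with substrate. ATP added last at 5 microM final; room temperature, 60 minutes. Remaining ATP depleted, ADP converted and read as luminescence.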
CCT chaperon mod = High-Throughput Screening for Modulators of Cytosolic Chaperonin Activity; purified chaperonin ATPase assay, HTRF ADP detection, 30 min; activity change, % (no concentration beside the values), hits read low; AID 651819, 2012; 360,000 compounds, 0.3% hits; in the data active means activity change below about -30%; further: on the % scale 0 is the no-effect control and ±100 the full control effect
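Nucleotide hydrolysis assay: TRiC at 20–40 nM final (set by batch activity) with 10 uM ATP, 30 min at 37 °C, in presence of 76 uM compound. Detection by competitive ADP HTRF, 30 min ambient.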
Numbers without * were called inactive; ? = inconclusive; . = not tested or not shown; [ ] = dose if it differs, or a comment. Unless noted, the call rests on the fitted dose curve; in most records, active means well fitted curve in the direction sought with a large enough effect; inconclusive means small, poorly fitted or top-dose-only effect, or another doubt; inactive means no such curve, though single readings can be large; an effect the other way counts as inactive or inconclusive.

SMILES | EPAC2 agonist | EPAC1 antagonist | PLK1 PBD inh | EPAC1 agonist | WRN helicase inh | IL-2 act | PI5P4Ka inh | CCT chaperon mod
Cc1ccc(-n2c(C)cc(/C=N/NC(=O)c3ccncc3)c2C)cc1 | 5% | 2% | -3% | 2% | 3% | -0.4 | . | -0.7
CC1CCN(S(=O)(=O)c2ccc(NC(=O)C3CCN(C(=O)c4ccco4)CC3)cc2)CC1 | -2% | 4% | -1% | -6% | -12%[57.1 µM] | -0.4 | 5 | 0.2
COc1ccccc1NC(=S)NCc1ccccn1 | 6% | -18% | -22% | 0% | -17% | 4.8 | -2 | -1.0
NC(=S)Nc1ccc2c(c1)OCO2 | 1% | -13% | -9% | 7% | 0% | -1.2 | 0 | 0.9
N#CC1=C(N2CCOCC2)/C(=C\c2ccccc2)CC1 | 15% | -4% | -11% | 15% | 2% | -1.1 | 7 | -3.7
CCN1C[C@@H]2[C@@H]3C(=O)N(C)C(=O)[C@@H]3[C@](C)(C1=O)N2C(=O)c1ccc(C)cc1 | 4% | -1% | 1% | 10% | 3% | -0.3 | -3 | -1.5
Cc1ccc(S(=O)(=O)c2nc(S(=O)(=O)CCO)sc2N2CCOCC2)cc1 | 11% | 6% | 30µM* | 1% | -3% | 2.1 | -4 | -2.3
CCN1CCN(C(=S)c2ccc([N+](=O)[O-])cc2)CC1 | 9% | 2% | 12µM* | 2% | -23% | -0.5 | -16 | -13
CCCC(=O)Nc1ccc2c(c1)nc(CN1CCN(C(=O)OCC)CC1)n2C | 10% | -3% | -6% | 9% | -11% | -0.5 | 0 | 0.7
CC1(C(=O)NCc2cccnc2)Cc2c(-c3cccc(C(F)(F)F)c3)ccnc2O1 (centres undefined) | -10% | 6% | 1% | -6% | 7% | -0.8 | 1 | -17
CCOc1ccc(NC(=O)CN(C)C(=O)c2nc3nc(C)cc(C)n3n2)cc1OCC | 1% | -7% | -5% | -4% | -2% | 1.5 | -5 | 2.9
COCc1cc(C)nc2sc3c(=O)oc(C)nc3c12 | 5% | -25% | -5% | -4% | -10% | -2.0 | 9 | 0.9
CCCOP(=O)(c1ccc(N(C)C)cc1)C(Nc1ccccc1)c1ccc(C)cc1 (centres undefined) | -2% | -10% | -7% | 7% | -9% | -0.6 | 6 | -0.6
COC(=O)c1sc(NC(=O)C(C)C)c(C(=O)OC)c1C | -2% | 14% | 1% | -1% | 7% | -2.8 | 0 | 1.0
Cc1ccccc1NC(=O)Cn1nc(-c2ccc(Cl)s2)ccc1=O | -5% | -25% | -7% | 18% | -9% | -1.5 | -1 | -0.6
COc1cccc(CNc2nc3ccccc3n2C(C)C)c1O | 3% | -4% | -10% | -14% | 17% | -2.7 | -12 | -1.9
O=C(CN1CCOCC1)NNc1c2ccccc2nc2ccccc12 | 15% | -5% | -9% | 5% | 7% | 0.4 | -2 | -0.8
CCSC1OC(C(COC(C)=O)OC(C)=O)C(OC(C)=O)C1NC(C)=S (centres undefined) | 4% | 5% | ? | 0% | -8% | -0.3 | -1 | 0.7
COc1cccc(/C=N/n2c(C3CCCCC3)n[nH]c2=S)c1OC | 5% | 11% | ? | 3% | -6%[57.1 µM] | -3.6 | 1 | -0.3
COc1ccc(S(=O)(=O)N2CCOC2CNC(=O)C(=O)NCCc2ccccc2)cc1C (centres undefined) | 9% | 3% | -2% | -1% | -1% | -1.4 | 2 | -0.4
S=C(c1ccc(N2CCCC2)cc1)N1CCCCC1 | 8% | 5% | 8.4µM* | 8% | 0% | -0.6 | -28 | 1.0
O=C(NN(CC(O)COc1ccccc1)CC(O)COc1ccccc1)c1ccccc1 (centres undefined) | 3% | 7% | 4% | -2% | -6% | 2.1 | 3 | 0.1
Cc1ccc(NC(=O)/C(=C/c2cccc([N+](=O)[O-])c2)NC(=O)C2CCCCC2)cc1 | -1% | 9% | -1% | 1% | 0% | -0.4 | . | -1.9
C=CCNc1nc(N)c([N+](=O)[O-])c(NCCO)n1 | 4% | 6% | -3% | 1% | -22% | 1.7 | -14 | -1.0
OCCn1c(C(F)(F)F)nc2ccccc21 | 4% | -6% | -3% | -3% | -8% | -2.2 | . | 0.9

Two entries picked at random from the list so far, as already listed:
SMILES | EPAC2 agonist | EPAC1 antagonist | PLK1 PBD inh | EPAC1 agonist | WRN helicase inh | IL-2 act | PI5P4Ka inh | CCT chaperon mod
O=C(CN1CCOCC1)NNc1c2ccccc2nc2ccccc12 | 15% | -5% | -9% | 5% | 7% | 0.4 | -2 | -0.8
CCN1C[C@@H]2[C@@H]3C(=O)N(C)C(=O)[C@@H]3[C@](C)(C1=O)N2C(=O)c1ccc(C)cc1 | 4% | -1% | 1% | 10% | 3% | -0.3 | -3 | -1.5

Next records:
SMILES | EPAC2 agonist | EPAC1 antagonist | PLK1 PBD inh | EPAC1 agonist | WRN helicase inh | IL-2 act | PI5P4Ka inh | CCT chaperon mod
CCC(=O)n1nc(NCc2ccccc2OC)nc1NCc1ccccc1OC | 17% | -14% | -2% | -1% | -10% | -0.4 | 19 | -3.4
Cc1ccc(-c2nnc(Oc3cccc(C)c3)c3ccccc23)cc1 | 1% | 5% | -8% | 7% | -2% | 5.9 | -2 | -2.2
Cc1csc(NC(=O)CS(=O)(=O)c2ccccc2)n1 | 1% | 3% | 5% | -4% | -5%[57.1 µM] | -1.3 | 2 | 1.3
CS(=O)c1ccccc1-c1nc(-c2ccc(Cl)cc2)no1 (centres undefined) | -6% | 9% | -10% | -3% | 2% | 1.4 | -4 | -1.2
CC(C)Nc1nc2n(c(=O)n1)CCN2C(C)C | -2% | 14% | -4% | -6% | 4% | -1.3 | -2 | -2.4
O=C(NCc1ccco1)C1CCCCC1 | 18% | 3% | ? | 4% | 4% | 0.1 | -1 | -2.7
O=C(CSCCc1ccccn1)Nc1ccccn1 | -18% | -6% | ? | -10% | -17% | -0.2 | 1 | 4.1
Cc1ccc(NC(=O)COS(=O)c2ccc(C)cc2)cc1 (centres undefined) | 3% | 5% | -1% | -4% | 0% | 0.6 | . | -1.3
Cc1cccc(Oc2ccc(NC(=O)C3CC=CCC3C(=O)O)cc2)c1 (centres undefined) | 5% | 3% | -4% | -5% | 1% | -1.9 | -1 | -4.7
Oc1ccccc1Cc1c(O)ccc2ccccc12 | 10% | -14% | -5% | -15% | -13% | -1.5 | 1 | -2.8
O=C(CSc1nc2cccnc2n1Cc1ccccc1)N1CCCC1 | -7% | -25% | 30µM* | 16% | 5% | -0.8 | -6 | -2.7
CCOC(=O)C1CCCN(CC(=O)Nc2nc(-c3ccccc3)cs2)C1 (centres undefined) | 30% | -22% | 4% | 11% | -10% | 0.2 | 17 | 2.3
Nc1nc(SCC(=O)c2c(N)n(C3CC3)c(=O)[nH]c2=O)n[nH]1 | -2% | -3% | -12% | -35% | -2% | -0.6 | -7 | 0.8
COc1ccc(C(O)c2nc(-c3cnn(C)c3)cs2)cc1 (centres undefined) | 10% | -4% | -2% | -8% | -8% | 0.2 | -3 | -1.0
NS(=O)(=O)c1ccc(NC(=O)c2cc(-c3cccs3)nc3ccccc23)cc1 | 3% | 9% | -11% | -14% | 10% | -2.9 | -4 | -0.1
CCOc1ccccc1/C=N/Nc1nc2c(N)ncnc2n1[C@H]1O[C@@H](CO)[C@H](O)[C@@H]1O | 6% | -29% | -6% | 9% | -4% | -0.5 | 2 | -1.1
O=C(CN1CCN(S(=O)(=O)c2ccc3ccccc3c2)CC1)Nc1ccc2c(c1)CCC2 | 12% | 5% | 0% | -1% | -16% | -3.7 | 14 | 0.8
C/C(=N\NC(=O)CCc1ccc(S(=O)(=O)N2CCOCC2)cc1)c1ccc(OC(F)F)cc1 | -2% | -7% | -6% | -11% | -7% | -2.3 | -3 | -2.1
O=c1[nH]nc(Cc2ccc(Cl)cc2)c2ccccc12 | -5% | -12% | -2% | -1% | 2% | -2.1 | 2 | -1.7
O=C(CN1CCN(S(=O)(=O)c2ccc3c(c2)OCCO3)CC1)Nc1cccc(F)c1 | 5% | 4% | 1% | 2% | -4% | -2.0 | -4 | -0.9
O=C(NCCc1ccc(Cl)cc1)Nc1ccc(Cl)cc1 | 8% | -15% | -6% | -3% | 3% | 1.8 | 0 | 3.3
CN(C(=O)c1cccc(NC(=O)Cc2ccc(NC(=O)C3CCN(C(=O)C4CCCC4)CC3)cc2)c1)C1CCCCC1 | 3% | -22% | -3% | -11% | 8% | -0.5 | 1 | -1.5
Fc1ccccc1COc1ccccc1CNCc1ccncc1 | 7% | 13% | 1% | 1% | -1% | -2.0 | . | -0.5
CC(C)[C@H](NC(=O)OCc1ccccc1)C(=O)OCc1cc(=O)oc2cc(O)ccc12 | 13% | 5% | -1% | 1% | -11% | -4.5 | 7 | 0.4

PLK1 PBD inh, what is marked active above.
SMILES	EPAC1 antagonist	PLK1 PBD inh	WRN helicase inh	PI5P4Ka inh	CCT chaperon mod
Cc1ccc(S(=O)(=O)c2nc(S(=O)(=O)CCO)sc2N2CCOCC2)cc1	6%	30µM*	-3%	-4	-2.3
CCN1CCN(C(=S)c2ccc([N+](=O)[O-])cc2)CC1	2%	12µM*	-23%	-16	-13
S=C(c1ccc(N2CCCC2)cc1)N1CCCCC1	5%	8.4µM*	0%	-28	1.0
O=C(CSc1nc2cccnc2n1Cc1ccccc1)N1CCCC1	-25%	30µM*	5%	-6	-2.7

In the list so far, these contain an aryl thioether with sulfur outside any ring.
SMILES | EPAC2 agonist | EPAC1 antagonist | PLK1 PBD inh | EPAC1 agonist | WRN helicase inh | IL-2 act | PI5P4Ka inh | CCT chaperon mod
O=C(CSc1nc2cccnc2n1Cc1ccccc1)N1CCCC1 | -7% | -25% | 30µM* | 16% | 5% | -0.8 | -6 | -2.7
Nc1nc(SCC(=O)c2c(N)n(C3CC3)c(=O)[nH]c2=O)n[nH]1 | -2% | -3% | -12% | -35% | -2% | -0.6 | -7 | 0.8

Some of the compounds tested. The share of hits here may be higher or lower than overall.
